# Screens deposited in PubChem BioAssay by several laboratories.
# SARS 3CLpro inh = SARS-CoV 3CLpro protease inhibition; P0C6X7; recombinant SARS-CoV 3CLpro, quenched FRET peptide cleavage; inhibition, % at 6 µM; 290,000 compounds, 0.14% hits; in the data active = inhibition above about 12%
# MazEF act = activators of E. coli MazEF toxin-antitoxin RNase | FAM/BHQ RNA-DNA oligo cleavage fluorescence, 5 h | activation, % at 20 µM | 350,000 compounds, 0.32% hits | P0AE70; in the data active = activation above about 50%
# Target sequence (P0AE70 whole entry, looked up): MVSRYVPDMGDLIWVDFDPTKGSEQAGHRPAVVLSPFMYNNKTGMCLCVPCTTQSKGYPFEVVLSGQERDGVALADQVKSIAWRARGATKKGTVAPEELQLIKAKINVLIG
# Anthrax LF inh2 = anthrax lethal factor protease inhibition; multiplex microsphere protease cleavage assay, LF; inhibition, % at 10 µM; 360,000 compounds, 0.12% hits; AID 588501; in the data active = inhibition above about 30%; inconclusive = no clear call, values can overlap the other calls; note: plate controls were buffer without enzyme for full effect and enzyme alone for no effect
# Target sequence (P15917 whole entry, looked up): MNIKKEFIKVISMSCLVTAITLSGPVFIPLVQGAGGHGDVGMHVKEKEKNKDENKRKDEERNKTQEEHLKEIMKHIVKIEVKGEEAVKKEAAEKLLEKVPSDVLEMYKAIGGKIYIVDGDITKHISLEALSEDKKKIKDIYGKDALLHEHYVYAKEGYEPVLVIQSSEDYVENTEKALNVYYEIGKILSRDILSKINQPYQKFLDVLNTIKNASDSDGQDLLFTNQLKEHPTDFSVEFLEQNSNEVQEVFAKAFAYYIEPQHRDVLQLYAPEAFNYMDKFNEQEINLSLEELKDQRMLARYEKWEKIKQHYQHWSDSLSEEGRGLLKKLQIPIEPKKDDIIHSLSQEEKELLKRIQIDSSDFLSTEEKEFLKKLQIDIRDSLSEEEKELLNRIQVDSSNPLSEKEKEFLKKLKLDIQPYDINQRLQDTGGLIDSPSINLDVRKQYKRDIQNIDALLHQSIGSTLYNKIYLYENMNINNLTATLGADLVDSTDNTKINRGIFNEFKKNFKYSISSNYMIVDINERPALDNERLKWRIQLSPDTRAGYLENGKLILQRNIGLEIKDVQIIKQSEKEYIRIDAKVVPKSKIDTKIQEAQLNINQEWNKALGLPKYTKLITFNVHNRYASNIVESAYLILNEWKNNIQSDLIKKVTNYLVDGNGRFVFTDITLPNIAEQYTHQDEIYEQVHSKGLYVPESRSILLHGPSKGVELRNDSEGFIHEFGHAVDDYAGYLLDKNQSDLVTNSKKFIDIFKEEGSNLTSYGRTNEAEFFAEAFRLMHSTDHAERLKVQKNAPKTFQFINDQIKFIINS
# Vc quorum ag = inducers of Vibrio cholerae quorum light production without autoinducers | activation, % at 18.7 µM | V. cholerae BH1578 lux reporter, luminescence, 6 h | 350,000 compounds, 0.16% hits; in the data active = activation mostly above about 9.7%, no sharp cut-off; inconclusive = no clear call, values can overlap the other calls; inactive = mostly below about 3.7%; note: not every result past the cut was called active; inactives centre near 0; reference of the scale not given here
# VHR inh abs = DUSP3 (human) phosphatase inhibition; P51452; recombinant VHR phosphatase, pNPP absorbance; inhibition, % at 13.3 µM; 290,000 compounds, 0.52% hits; in the data active = inhibition above about 50%; note: some compounds called inactive have numbers as strong as hits
# Target sequence (P51452 whole entry, looked up): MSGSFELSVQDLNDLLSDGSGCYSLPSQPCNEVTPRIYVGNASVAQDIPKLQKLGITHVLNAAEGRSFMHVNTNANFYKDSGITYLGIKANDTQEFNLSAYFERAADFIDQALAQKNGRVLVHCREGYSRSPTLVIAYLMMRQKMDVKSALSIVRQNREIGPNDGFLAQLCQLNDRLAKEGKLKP
# TcdB GH inh = inhibitors of Clostridioides difficile toxin B glycohydrolase. P18177. AID 652162. 350,000 compounds, 0.24% hits. TcdB glycohydrolase enzymatic assay, plate reader. inhibition, % at 9.99 µM; in the data active = inhibition above about 10%
# Rv3671c inh = inhibitors of M. tuberculosis serine protease Rv3671c | P9WHR9 | inhibition, % at 5.96 µM | 320,000 compounds, 0.048% hits | AID 2606; in the data active = inhibition above about 38%;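 note: extracellular domain of Rv3671c used as enzyme; 0% = enzyme with DMSO and 100% = no enzyme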
# Y pestis TopoI = blocks Yersinia pestis topoisomerase I activity; Y. pestis Topo-I cleavage product accumulation, plate reader; AID 504884; 360,000 compounds, 0.064% hits; activity, % at 10 µM; in the data active = activity above about 50%, passing the limit was not always enough; inconclusive = no clear call, values can overlap the other calls; note: inactives centre near 2
# PfHsp40 rescue = compounds rescuing yeast from Plasmodium falciparum HSP40 toxicity | 340,000 compounds, 0.68% hits | growth rescue, % at 12.5 µM | S. cerevisiae expressing PfHsp40, growth rescue, ATP luminescence; in the data active = growth rescue above about 28%, passing the limit was not always enough; inconclusive = no clear call, values can overlap the other calls;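 note: yeast W303a lacking pdr1 and pdr3 grown in galactose medium; growth measured after three days at 30 °C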
# PriA SSB inh = K. pneumoniae PriA-SSBct interaction inhibition. AlphaScreen SSBct-PriA binding, biotinylated peptide. inhibition, % at 33 µM. 430,000 compounds, 0.6% hits. AID 1272365; in the data active = inhibition mostly above about 37%, no sharp cut-off; inactive = mostly below about 20%;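 note: plate controls were negative control peptide for no effect and reference peptide for full effect; strong numbers were not always called active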
# The depositor's hits bear a star; i = inactive; ? = inconclusive; / = no result given. This is a subset; count on the stated rates, not on these rows.
canonical_smiles	SARS 3CLpro inh	MazEF act	Anthrax LF inh2	Vc quorum ag	VHR inh abs	TcdB GH inh	Rv3671c inh	Y pestis TopoI	PfHsp40 rescue	PriA SSB inh
O=C(CCC(=O)N/N=C/c1ccco1)N/N=C/c1ccco1	-3	5	-6	-0.5	23	0.1	3	-3	/	i
Cc1ccc(C2CCN(C(=S)NC(C)(C)C)C2)cc1 (stereo unspecified)	3	3	-2	-0.2	-6	0.3	25	8	7.3	3
COc1cc(NC(=O)C2CC(c3ccc(Cl)cc3)=NO2)cc(OC)c1OC (stereo unspecified)	3	10	-4	-0.2	31	0.0	2	4	0.4	-12
Cc1cc(C(C)(C)C)oc1C(=O)N(CC(=O)NC1CCCC1)Cc1ccc(F)cc1	-1	1	0	i	13	/	7	1	-0.6	-27
COc1ccc(CN=C(C#N)C2=C(O)c3ccccc3C2=O)cc1	3	11	/	-0.7	5	-1.3	2	-8	0.1	6
COc1ccc(CSCC(=O)NN=C2CCN(C)CC2)cc1	1	7	-11	i	14	0.3	-3	5	1.1	6
Cc1ccc(S(=O)(=O)N2[C@@H](c3cccc(Cl)c3)C(C(=O)O)=CC[C@H]2c2cccc(C)c2)cc1	/	3	-4	-0.4	/	-1.8	0	4	5.6	-9
N#Cc1ccc(C(=O)Nc2cc(S(=O)(=O)Nc3ccc(Cl)cc3)ccc2N2CCCCC2)cc1	6	3	0	-0.4	-4	/	-4	27	-0.8	-10
NC(N)=NS(=O)(=O)c1ccc(NC(=S)NC(=O)c2ccc(Br)cc2)cc1	0	59*	2	0.4	18	-1.5	-4	4	1.7	-9
CCOc1ccc(CO/N=C/c2c(C)[nH]c(=O)[nH]c2=O)cc1	-3	6	-3	i	8	-6.1	4	-8	0.4	/
COc1ccccc1NC(=O)C1CCCN(S(=O)(=O)c2cccc3nsnc23)C1 (stereo unspecified)	0	4	1	-0.2	-2	/	-8	3	-1.7	-3
CN(Cc1ccccc1)C(=O)c1cccc(NC(=O)Cc2ccc(NC(=O)C3CCN(C(=O)C4CCCC4)CC3)cc2)c1	/	-4	-8	i	/	-0.1	/	21	0.7	-5

# Part of the list above, with each value named.
Cc1cc(C(C)(C)C)oc1C(=O)N(CC(=O)NC1CCCC1)Cc1ccc(F)cc1
  SARS 3CLpro inh = -1	MazEF act = 1	Anthrax LF inh2 = 0	Vc quorum ag = i	VHR inh abs = 13	TcdB GH inh = /	Rv3671c inh = 7	Y pestis TopoI = 1	PfHsp40 rescue = -0.6	PriA SSB inh = -27
CN(Cc1ccccc1)C(=O)c1cccc(NC(=O)Cc2ccc(NC(=O)C3CCN(C(=O)C4CCCC4)CC3)cc2)c1
  SARS 3CLpro inh = /	MazEF act = -4	Anthrax LF inh2 = -8	Vc quorum ag = i	VHR inh abs = /	TcdB GH inh = -0.1	Rv3671c inh = /	Y pestis TopoI = 21	PfHsp40 rescue = 0.7	PriA SSB inh = -5

# (next part)
canonical_smiles	SARS 3CLpro inh	MazEF act	Anthrax LF inh2	Vc quorum ag	VHR inh abs	TcdB GH inh	Rv3671c inh	Y pestis TopoI	PfHsp40 rescue	PriA SSB inh
CN1C/C(=C/c2ccccc2[N+](=O)[O-])C(=O)/C(=C\c2ccccc2[N+](=O)[O-])C1	/	5	4	i	/	-0.7	/	-10	-0.3	-7
c1cncc(-c2ccc3ncnc(NCc4ccc5c(c4)OCO5)c3c2)c1	/	11	0	-0.6	/	-0.1	-3	-4	-0.3	13
COc1ccccc1NC(=O)C(C)OC(=O)/C=C/c1ccc2ccccc2n1 (stereo unspecified)	/	-5	-1	i	/	-0.1	11	23	-0.2	-20
Cc1ccc(NNC(=O)C2CCC2)cc1C	-2	6	-2	-5.3	-3	59*	8	2	-0.2	6
CCN(CC)C(=O)Oc1ccc(Br)c2ccccc12	2	-12	-1	i	12	/	6	20	0.6	-77
CC(C)(CN1CCN(Cc2ccccc2)CC1)NS(=O)(=O)c1ccc(Cl)cc1	1	1	1	i	5	-0.1	-2	16	-0.1	-4
COc1ccc(CNC(=O)C2CCC(CNS(=O)(=O)c3cccs3)CC2)cc1 (stereo unspecified)	-1	3	-10	-0.3	26	0.9	-7	13	0.4	-5
CC(=O)c1sc(NC(=O)C(C)Oc2ccc3c(C)cc(=O)oc3c2)nc1C (stereo unspecified)	-2	3	3	i	22	0.9	3	-4	1.6	-4
O=S(=O)(ON(c1ccccc1)S(=O)(=O)c1ccccc1)c1ccccc1	0	2	0	-1.6	-2	3.1	4	2	21	-14
COc1ccc(C2=NNC(=O)C2(C)Br)cc1 (stereo unspecified)	/	11	-5	1.2	/	0.6	/	-7	0.8	-4
CC(C)NC(=O)CCNC(=O)c1ccc(F)cc1	2	-3	0	-0.4	/	0.0	-4	-4	0.2	-8
O=C(NCC1CCCCC1)c1ccc(=O)[nH]c1	3	4	7	-0.2	-8	-0.1	6	8	0.7	-21
CN(C(=O)c1cccc(NC(=O)Cc2cccc(NC(=O)C3CCN(C(=O)C4CCCCC4)CC3)c2)c1)C1CC1	/	6	2	-2.2	/	-0.6	/	23	0.0	11
CC(C)CC(=O)NC(=S)Nc1ccc(NC(=O)c2cccs2)cc1	3	-3	-15	-0.4	22	/	-3	-14	-1.1	6
Cc1c(C(=O)N2CCCC2)oc2c1-c1nn(CC(=O)NCCCN3CCCCC3C)cc1CC2 (stereo unspecified)	-6	-1	-2	i	56*	-0.9	-1	-4	-0.2	-2
O=C(NCC1CCCO1)c1cccs1 (stereo unspecified)	-1	1	0	-0.2	11	0.9	-7	4	-0.9	0
COCc1cc(=O)[nH]c(-c2ccccc2OC(F)(F)F)n1	0	11	-12	1.1	-1	0.6	1	-1	0.0	-8
CCc1ccc(N(CC(=O)NC2CCCC2)C(=O)CCC(=O)Nc2ccccn2)cc1	4	2	-8	-16	2	-1.2	-2	1	0.9	0
Cc1ccc(OCC(=O)Nc2ccc(N3CCN(S(C)(=O)=O)CC3)cc2)cc1	-3	12	-2	0.1	18	0.8	-3	10	-1.1	0
CCCn1c(O)c(N=NC(=O)c2cccnc2)c2cc(Br)ccc21	7	13	-3	-0.2	4	0.5	8	1	0.4	0
CCOc1cc(C(=O)N/N=C/c2ccsc2)cc(OCC)c1OCC	4	3	2	-0.3	-13	1.5	-8	2	-1.7	/
O=C(Nc1cccc(S(=O)(=O)N2CCCC2)c1)c1cccc(S(=O)(=O)N2CCOCC2)c1	/	-5	-8	-0.4	/	2.5	-10	10	0.0	-13
Cc1cc(C)c2c(=O)n(CC(=O)Nc3ccc(Cl)cc3)sc2n1	2	-16	-7	-0.1	-20	0.1	-1	3	?	-5
CC(=O)C1=C(O)C(=O)N(Cc2cccnc2)C1c1ccccc1 (stereo unspecified)	1	3	-7	i	35	/	-8	0	-1.1	0
CN(C)CCn1c2c(c(SCC(=O)Nc3ccccc3)nc1=O)CCCC2	/	1	/	-0.2	/	-1.1	-1	2	0.1	-7
O=C(CCc1ccccc1)NNC(=S)Nc1ccc(F)cc1	0	-3	0	i	4	1.6	6	-5	-0.5	1
Cc1cc(OCC(=O)NC2CC2)c2c(C)cc(=O)oc2c1	-1	-3	0	0.0	11	/	-9	-4	-0.8	-3
O=C(Nc1ccc(N2CCOCC2)cc1)c1ccc([N+](=O)[O-])cc1	5	-8	-7	0.1	9	-0.7	6	-6	/	-13
Nc1nc2ccc(N3CCOCC3)cc2s1	-7	-2	-4	i	13	/	-2	-4	0.7	5
COc1ccc(NC(=O)c2sc3nc(N4CCOCC4)c4c(c3c2N)CCCC4)cc1	/	7	-3	-0.6	/	0.7	/	-2	/	/
COc1ccc(Nc2nc(N)nc(CN3CCN(c4ccccn4)CC3)n2)cc1	-5	12	0	-3.0	7	/	-1	-10	5.6	4
Cc1ccnc(NC(=O)c2ccc(Cl)c(S(=O)(=O)N3CCCCC3)c2)c1	/	-5	-1	-5.7	/	0.2	-3	10	3.0	-5
CC(=O)Nc1ccc(N2C(=O)CC(N3CCSCC3)C2=O)cc1 (stereo unspecified)	2	2	-1	1.0	33	0.3	-3	2	-0.5	-13
Cc1csc(NC(=O)CSc2nnc(NC(=O)C3CC(=O)N(c4ccccc4)C3)s2)n1 (stereo unspecified)	7	2	-1	i	9	0.1	-17	-1	0.0	7
CCCN1CCC[C@@H](c2cccc(O)c2)C1	/	0	-7	i	/	1.1	4	3	-0.1	0
CCN(CC)C(=O)Cn1cc(S(=O)(=O)CC(=O)Nc2cc(OC)ccc2OC)c2ccccc21	-3	3	-3	-0.7	-9	1.1	5	3	-1.1	-1
COc1ccccc1N1CCN(C(=O)CCc2nnc3ccc(N4CCC(C)CC4)nn23)CC1	-5	3	2	i	13	-0.1	-6	28	-0.3	-13
CC(=O)Nc1ccc(SC(Sc2ccc(NC(C)=O)cc2)c2ccccc2)cc1	/	2	-9	i	/	-0.1	/	3	2.9	-11
N#Cc1ccc(S(=O)(=O)N2CCc3[nH]c4ccc(F)cc4c3C2)cc1	2	6	-9	0.6	13	0.7	-2	-6	-0.9	-9
CC(C)C(=O)Nc1ccc(NC(=S)NC(=O)c2cc3ccccc3o2)cc1	1	4	1	-0.2	13	0.1	-3	-7	0.6	1
COC[C@]12CN(C)C3C4[C@H](OC)[C@H]1C3([C@@H](OC)C[C@H]2O)[C@@H]1C[C@@]2(O)[C@H](OC(=O)c3ccccc3)[C@@H]1[C@]4(OC(C)=O)[C@@H](O)[C@@H]2OC	/	12	0	-0.5	/	/	3	4	/	4
CC(C)(C)S(=O)(=O)c1cnc(-c2ccc(Cl)cc2)nc1N	-1	4	-3	-0.4	13	1.1	2	-3	-0.7	-14
Cc1ccc(SCC(=O)NCCSC(C)(C)C)cc1	1	1	-1	-0.4	2	/	-7	5	0.2	-20
COc1cccc(OC)c1NC(=O)CN1CCN(C)CC1	-8	6	-10	-6.7	-6	0.4	1	-13	-0.6	-7
COc1ccc(OC)c(-c2cc(C(=O)NCc3ccco3)no2)c1	2	2	-6	-0.5	4	2.6	3	7	-0.7	-4
O=C(COC(=O)c1c(F)cccc1Cl)NC(=O)Nc1ccc2c(c1)OCCO2	/	6	0	i	/	-0.7	0	11	-0.6	-4
O=C(NC1CCCCCCC1)c1c(O)c2ccccc2[nH]c1=O	-6	-10	2	1.5	-10	/	-7	4	0.2	-13
O=C(CNC1CCCCC1)Nc1cc(S(=O)(=O)N2CCOCC2)ccc1Cl	2	6	-2	i	30	0.4	3	5	-0.4	-1
Cc1ccc(NC(=O)N2CCOCC2)c(C)c1	3	-6	0	i	18	/	2	8	-2.3	-2
Nc1cc(=O)[nH]c(SCC(=O)Nc2cc(S(=O)(=O)N3CCOCC3)ccc2Cl)n1	1	16	-3	-0.2	5	/	3	3	1.3	-7
O=c1c2cn[nH]c2[nH]c(=S)n1-c1ccccc1F	0	1	1	i	3	/	-2	4	0.9	-18
COc1ccccc1CNC(=O)CSc1nn2c(=O)c(C(C)(C)C)nnc2s1	3	10	-6	-0.3	14	-0.8	-10	8	3.0	2
COc1ccc(NC(=S)N(Cc2ccc(N(C)C)cc2)Cc2ccco2)cc1	5	-12	-13	-0.3	15	/	7	-9	2.5	40
COc1cccc(-c2ccc3c(c2)N(Cc2ccc(F)cc2)C(=O)C(C)S3)c1 (stereo unspecified)	/	/	0	-0.2	/	0.8	/	-8	/	/
Cc1cc(/C=N/n2c(COc3ccccc3C)nc3ccccc3c2=O)c(O)c([N+](=O)[O-])c1	-2	-1	-1	-0.1	-12	0.8	13	-5	57*	/
CCc1ccccc1-n1c(SCC(=O)N2CCCC2)nc2[nH]ncc2c1=O	-5	-25	-3	i	2	0.3	7	13	0.7	-22
COc1ccc(-c2nc(NC(=O)c3ccco3)sc2C)cc1	/	-3	-9	-0.2	/	0.7	/	5	/	/
COc1ccc2sc(-c3ccc(N(C)C)cc3)c(C#Cc3cncn3C)c2c1	/	11	0	-0.3	/	2.3	5	0	?	17
O=C1C2CCCN2C(=O)N1CCCCN1CCN(CCO)CC1 (stereo unspecified)	-1	2	-4	-0.3	-5	0.4	5	0	-1.0	-8
